High-throughput results deposited in PubChem by National Center for Advancing Translational Sciences (NCATS).
KAT2A inh: inhibitors of human GCN5L2 histone acetyltransferase; Q92830; GCN5L2 HAT assay, ThioGlo1 CoA-SH fluorescence; Potency, µM (top dose mostly 58.9 µM), for inactives: at the highest dose activity change, negative = inhibition, most hits filed as inhibitors; hit rate 0.21% among 390,000; AID 504327
Target sequence (Q92830 whole entry, looked up): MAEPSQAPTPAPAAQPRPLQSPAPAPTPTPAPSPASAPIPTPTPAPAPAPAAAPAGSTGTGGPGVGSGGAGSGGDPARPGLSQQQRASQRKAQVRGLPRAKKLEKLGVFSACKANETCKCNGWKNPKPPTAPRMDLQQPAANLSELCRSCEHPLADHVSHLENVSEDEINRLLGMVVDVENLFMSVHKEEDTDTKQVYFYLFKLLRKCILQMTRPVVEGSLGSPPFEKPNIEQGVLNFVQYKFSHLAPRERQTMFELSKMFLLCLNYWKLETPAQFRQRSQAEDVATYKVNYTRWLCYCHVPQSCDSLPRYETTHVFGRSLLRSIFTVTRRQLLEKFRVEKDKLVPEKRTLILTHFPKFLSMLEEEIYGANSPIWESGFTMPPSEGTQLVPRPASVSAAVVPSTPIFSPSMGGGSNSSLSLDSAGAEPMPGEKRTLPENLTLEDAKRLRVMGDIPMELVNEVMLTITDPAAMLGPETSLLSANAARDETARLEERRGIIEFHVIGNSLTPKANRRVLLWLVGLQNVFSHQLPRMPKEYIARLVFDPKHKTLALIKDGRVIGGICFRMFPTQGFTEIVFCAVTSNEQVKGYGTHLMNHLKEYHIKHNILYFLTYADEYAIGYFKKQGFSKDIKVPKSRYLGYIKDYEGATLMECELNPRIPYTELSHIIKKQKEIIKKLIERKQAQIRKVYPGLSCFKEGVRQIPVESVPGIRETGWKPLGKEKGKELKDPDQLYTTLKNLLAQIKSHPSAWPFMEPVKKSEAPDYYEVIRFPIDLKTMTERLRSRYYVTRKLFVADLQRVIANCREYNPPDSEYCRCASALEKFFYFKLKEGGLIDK
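ThioGlo1-coupled HAT assay: 20nM GCN5L2, 70uM acetyl-CoA, 75uM H3(1-25) peptide, pH 7.5. Fluorescence read at 340/540nm at start and after 20 min at room temperature.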
TDP1 block: blocks human tyrosyl-DNA phosphodiesterase 1; Potency, µM (titrated, usually from 130 µM), for the others: at the top dose activity change, negative = inhibition, usual class: inhibitors; hit rate 0.28% among 350,000; AID 485290; Q9NUW8; recombinant TDP1, AlphaScreen DNA substrate cleavage; note: nearly all actives have a fitted effect of over 40% in size
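E. coli-derived human Tdp1, 1 nM final. Cpd preinc 15 min RT; substrate 15 nM final, 5 min RT; AS bead mix 10 ug/ml final, 10 min RT. Signal loss = tyrosine-FITC cleavage. No-enzyme wells = max signal.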
DT40 TDP1 no CPT: qHTS for Inhibitors of human tyrosyl-DNA phosphodiesterase 1 (TDP1): qHTS in cells in absence of CPT; hit rate 15% among 420,000; Potency, µM (series often up to 46.2 µM), for inactives: top-dose activity change, negative = growth inhibition, usual class: inhibitors; DT40 Tdp1-/- hTDP1 cells, no CPT, ATP luminescence, 48 h; note: nearly all actives have a fitted effect of over 55% in size
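Camptothecin absent (DMSO only). Human TDP1-complemented DT40 knockout cells, 400 cells/well, 37 °C for minimum 48 hr; ATP measured via CellTiter-Glo, 30 min dark incubation, luminescence.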
* hit, by the source's call; ? = inconclusive; · = not tested or not shown; [ ] = another dose, or the depositor's remark. Calls come from the whole dose curve; as a rule, active = well fitted curve in the direction sought with a large enough effect; inconclusive = small, poorly fitted or top-dose-only effect, or another doubt; inactive = no such curve, though single readings can be large; an effect the other way counts as inactive or inconclusive. % is set by controls: 0 for no effect and ±100 for the full control effect; potency is the fitted concentration of half-maximal effect. Only part of the results is shown; rates above refer to the full screens.

SMILES	KAT2A inh	TDP1 block	DT40 TDP1 no CPT
O=C(C1=C(O)C(=O)N(CCN2CCOCC2)C1c1cccc(Br)c1)c1cc2ccccc2o1 (centres undefined)	-15%	6%	-16%
CCNc1ccccc1C(=O)O	-4%	-11%	-8%
COc1cccc(N2CCN(C(=O)CCS(=O)(=O)c3ccc4c(c3)CC(=O)N4C)CC2)c1	-9%	-5%	?
Cc1n[nH]c(=O)n1-c1ccc(C(C)(C)C)cc1	0%	5%	?
O=C(O)CC(C(=O)Nc1ccc(Cl)cc1)N1CCCCCC1 (centres undefined)	-3%	·	10%
CC(/C=N/NC(=O)c1cccnc1)=C\c1ccco1	-2%	7%	?
COc1ccc(CC(=O)c2ccccc2C(=O)O)cc1	1%	5%	-16%
CC(OC(=O)c1ccco1)C(=O)Nc1ccc(C(F)(F)F)cc1 (centres undefined)	-3%	0%	26µM*
CCN(CC)C(=O)c1[nH]cnc1C(=O)Nc1ccc(OC)cc1	-3%	6%	-6%
CCc1cccc(C)c1NC(=O)C1CCCN(S(C)(=O)=O)C1 (centres undefined)	-13%	1%	-5%
CCOC(=O)C1=C(C)Nc2ccccc2N=C1NC(=O)c1cccc(S(=O)(=O)NCc2ccccc2)c1	-3%	3%	-20%
COCc1cc(C)nc(SCC(=O)Nc2ccccc2N2CCOCC2)c1C#N	-4%	3%	?
CCCC(=O)OCC(=O)NCc1ccc(Cl)cc1	-6%	0%	8%
Cc1noc(C)c1S(=O)(=O)N(C)C[C@H]1Oc2ccc(NC(=O)NC3CCCCC3)cc2C(=O)N([C@H](C)CO)C[C@@H]1C	0%	-3%	-4%
C/C(CC(=O)Nc1ccc(N(C)C)cc1)=N\NC(=O)c1ccccc1F	-1%	·	7%

Some of these compounds in order of length of the SMILES, low to high.
SMILES	KAT2A inh	TDP1 block	DT40 TDP1 no CPT
CCCC(=O)OCC(=O)NCc1ccc(Cl)cc1	-6%	0%	8%
Cc1n[nH]c(=O)n1-c1ccc(C(C)(C)C)cc1	0%	5%	?
CC(OC(=O)c1ccco1)C(=O)Nc1ccc(C(F)(F)F)cc1 (centres undefined)	-3%	0%	26µM*
COCc1cc(C)nc(SCC(=O)Nc2ccccc2N2CCOCC2)c1C#N	-4%	3%	?
O=C(C1=C(O)C(=O)N(CCN2CCOCC2)C1c1cccc(Br)c1)c1cc2ccccc2o1 (centres undefined)	-15%	6%	-16%
Cc1noc(C)c1S(=O)(=O)N(C)C[C@H]1Oc2ccc(NC(=O)NC3CCCCC3)cc2C(=O)N([C@H](C)CO)C[C@@H]1C	0%	-3%	-4%

(continued)
SMILES	KAT2A inh	TDP1 block	DT40 TDP1 no CPT
O=C(O)CSc1nc2c(c(C(F)(F)F)n1)CCc1ccccc1-2	-2%	4%	-9%
O=C(CN(Cc1cccs1)C(=O)CNS(=O)(=O)c1ccc(Cl)cc1)NCC1CCCO1 (centres undefined)	-2%	6%	4%
CSc1nsc(SCCN2C(=O)c3ccccc3C2=O)n1	-5%	2%	-12%
CSc1oc(-c2ccco2)nc1S(=O)(=O)c1ccc(C)cc1	-5%	-19%	-28%
COc1cc(OC)cc(C(=O)N[C@H](C(=O)Nc2cccc(S(=O)(=O)N3CCCC3)c2)C(C)C)c1	36%	-7%	?
COc1ccc(OCCNc2cc(Cl)ccc2[N+](=O)[O-])cc1	3%	8%	-9%
COc1cccc(NC(=S)NCc2ccccc2)c1	-9%	·	?
C=CCn1c(C)cc(C(=O)COc2nncc3ccccc23)c1C	-2%	-3%	7.3µM*
O=C(Nc1ccc(Cl)cc1)NC1CCCCNC1=O (centres undefined)	3%	-1%	?
Cc1c(C(=O)NCCN2CCCC(O)C2)oc2c(F)cccc12 (centres undefined)	-6%	4%	2%
COc1ccc(CNC(=O)c2ccc(NC(=O)N3CCCCc4ccccc43)cc2)cc1	-4%	0%	18µM*
Nc1ccc(C(=O)Nc2nc3ccccc3s2)cc1	-3%	5%	-28%
COc1ccc(-c2nc(SCC(=O)c3ccc(Br)cc3)n[nH]2)cc1	-1%	-1%	?
COc1ccc(-c2nc(N3CCN(C)CC3)sc2-c2ccc(OC)cc2)cc1	-6%	20%	29µM*
Cc1cc(C)n(C(=O)c2ccc(C)c(Br)c2)n1	-7%	·	20%
C/C(=N\NC(=O)C(C)n1nc(C)c([N+](=O)[O-])c1C)c1ccccc1O (centres undefined)	-6%	0%	1.8µM*
Cn1c(SCC(=O)NC(=O)c2cccc([N+](=O)[O-])c2)nnc1-c1ccc(F)cc1	1%	3%	-12%
O=c1[nH]c(CN2CCN(S(=O)(=O)c3ccc(Cl)cc3)CC2)nc2cc(Cl)ccc12	0%	0%	?
CCC(O)CNc1nc(-n2nc(C)cc2C)nc2sc3c(c12)CCCC3 (centres undefined)	0%	5%	·
COc1ccc(/C=C2\CCc3ccccc3C2=O)cc1Cn1nc(C)cc1C	-8%	6%	?
O=C(CC1C(=O)NCCN1Cc1c(F)cccc1Cl)NCCC1=CCCCC1 (centres undefined)	26%	-7%	-30%
Cc1cccc(C(=O)Nc2cc3c(cc2C)n(C)c(=O)n3C)c1	-19%	6%	-5%
CC(=O)N1CCN(c2ccc(NC(=O)c3ccc([N+](=O)[O-])o3)cc2Cl)CC1	-9%	1%	0.92µM*
C[C@@H](CN1C2=NC[C@H](C)N2C[C@H]1Cc1ccc(O)cc1)NC(=O)CCC1CCCCC1	-10%	-1%	13µM*
CCN(Cc1ccccc1)C(=O)c1ccc(CNS(=O)(=O)c2ccc(C)cc2)cc1	-3%	3%	?
COC(=O)c1ccc2nc(NC(=O)C(C)C)sc2c1	-8%	1%	?
CCOc1cc(/C=N/O)ccc1OCC(=O)Nc1cccc(C)c1	-2%	4%	?
CCN(CC)CCn1c(=S)[nH]c2ccc(Cl)cc2c1=O	1%	-3%	-19%
[O-][n+]1cccc(CO)c1	-4%	3%	1%
COCc1ccc(CN2CCCCC2C(=O)Nc2ccc(Oc3ccccc3)nc2)o1 (centres undefined)	2%	3%	?
Cc1cc(C(=O)CSc2nncs2)c(C)n1Cc1ccco1	-3%	0%	12µM*
Cc1cc(SCC(=O)N/N=C/c2ccc(O)c(O)c2)c(C)cc1Br	-2%	6%	16µM*
Cc1ccc(CNC(=O)CCS(=O)(=O)c2ccc3c(c2)NC(=O)CS3)cc1	-4%	3%	1%
Cc1ccc(C(=O)OCC(=O)N2CCCCCC2)cc1S(=O)(=O)N1CCOCC1	2%	-4%	4%
Cc1cccc(C[C@H](C(=O)O)N2C(=O)c3ccc(C(=O)O)cc3C2=O)c1	-6%	3%	·
Cc1cc(NC(=O)CCC(=O)N(Cc2ccco2)C2(C(=O)NC3CCCCC3)CCCCC2)no1	-4%	·	?
COCCn1c(SCC(=O)Nc2ccc3[nH]c(=O)[nH]c3c2)nc2ccccc21	4%	0%	?
CN(C)S(=O)(=O)N1CCN(c2ccc([N+](=O)[O-])c(NC3CC3)c2)CC1	-8%	6%	?
Cc1sc(-c2cccnc2)nc1OC(=O)C1CC1	4%	2%	-27%
Cc1ccc2c(c1)c1nnc(SCC(=O)Nc3cccc(Cl)c3C)nc1n2CC(=O)O	-30%	8%	-1%
CCOc1cccc2sc(N3CCN(C(=O)c4ccc5c(c4)CCCC5)CC3)nc12	-7%	-3%	13µM*
O=[N+]([O-])c1cc2c(cc1[N+](=O)[O-])OCCOCCOCCOCCO2	-6%	2%	-2%
COC(=O)c1ccc(NC(=O)CCNS(=O)(=O)c2cccc3nonc23)cc1	-1%	4%	-7%
Cc1ccc(C(O)P(=O)(OCc2ccccc2)c2ccc(N(C)C)cc2)cc1 (centres undefined)	1%	·	?
CCOc1ccc(CNC(=O)CCCn2c(=O)c3cccn3c3ccc(F)cc32)cc1	-6%	1%	12µM*

Reformatted: entries from further up.
SMILES | KAT2A inh | TDP1 block | DT40 TDP1 no CPT
Cc1sc(-c2cccnc2)nc1OC(=O)C1CC1 | 4% | 2% | -27%
Cc1ccc2c(c1)c1nnc(SCC(=O)Nc3cccc(Cl)c3C)nc1n2CC(=O)O | -30% | 8% | -1%
CCOc1cccc2sc(N3CCN(C(=O)c4ccc5c(c4)CCCC5)CC3)nc12 | -7% | -3% | 13µM*

Remaining list, next part
SMILES	KAT2A inh	TDP1 block	DT40 TDP1 no CPT
Cc1ccccc1OCc1ccc(-c2nc(C#N)c(N3CCC(C(N)=O)CC3)o2)o1	-11%	10%	?
COc1ccc(OC)c(S(=O)(=O)N2CCN(C)CC2c2ccccc2)c1 (centres undefined)	-7%	1%	-14%
C1CCN2C[C@@H]3C[C@@H](CN4CCCC[C@H]34)[C@H]2C1	?	6%[56.1 µM]	·
NS(=O)(=O)c1ccc(NCC2COc3ccccc3O2)c([N+](=O)[O-])c1 (centres undefined)	-6%	5%	?
CN(NC(=O)c1ccccc1F)c1nc(C(F)(F)F)nc2ccccc12	1%	3%	0.21µM*
COc1ccc(NC(=O)CC2Nc3ccccc3NC2=O)cc1 (centres undefined)	0%	2%[2.28 µM]	23µM*
CCC(C)(C)n1nnnc1C(c1ccccc1F)N1CCC(C(N)=O)CC1 (centres undefined)	-4%	0%	-1%
Cc1ccc(-n2c(SCC(=O)Nc3ccc4cn[nH]c4c3)nnc2-c2ccco2)cc1	-2%	4%	?
CC(CC(F)(F)F)N1CCC(n2nccc2NC(=O)CCCc2ccccc2)CC1 (centres undefined)	?	4%	?
CCOC(=O)C(C)Sc1nc(-c2ccccc2Cl)cc(-c2ccccc2)c1C#N (centres undefined)	-6%	-3%	?
C(=N\c1nccs1)/c1cccnc1	1%	5%	-8%
c1csc(-c2nc(N3CCN(Cc4ccc5c(c4)OCCO5)CC3)c3ccccc3n2)c1	·	3%	?
Cc1cc(C)c(NC(=S)NCCCSC2CCCCC2)c(C)c1	-13%	8%	?
CCC(=O)Nc1cc(C(=O)NCc2ccc(C)cc2)ccc1S(=O)(=O)c1ccc(C)cc1	-9%	1%	?
COCC1CCN(C(=O)c2cc(COc3ccc4c(c3)CCCC4)on2)C1 (centres undefined)	-8%	-5%	-26%
O=C(CN1C(=O)C2C3C=CC(C3)C2C1=O)Nc1ccc(C(=O)O)cc1 (centres undefined)	18%	2%	11%
CCn1c(Oc2ccccc2C)nc2c1c(=O)n(C)c(=O)n2C	-2%	·	?
